tuberculosis growth – growth inhibition of non-replicating M. tuberculosis (AID 488890); Mycobacterium tuberculosis non-replicating, growth inhibition; higher % means a stronger effect; 0.39% of 320,000 active; one-dose inhibition, % at 25 µM; IC50 in µM for titrated hits; in the data active means a potency from the dose series; inconclusive means inhibition mostly from about 82% at the one dose, without a potency; inactive means the rest, 99 in 100 with inhibition below about 76%;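 further: plate controls were DMSO cells for no effect and high antibiotic wells for full effect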
Salmonella PhoP GFP – PhoP regulon inhibitors, Salmonella typhi PhoP promoter GFP reporter, confirmatory (AID 1850). Salmonella Typhi PhoP-promoter GFP reporter, fluorescence, 4 h; higher % means a stronger effect. inhibition, % at 50 µM, or IC50 in µM where a hit was titrated. 0.33% of 310,000 active; in the data active means a potency from the dose series; inconclusive means inhibition mostly from about 25% at the one dose, without a potency; inactive means the rest, 99 in 100 with inhibition below about 19%;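 further: 0% = induced wells with vehicle and 100% = uninduced wells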
H1N1 NS1A inhibition – H1N1 influenza NS1A inhibitors, functional cell based assay (AID 504329). NS1A functional cell-based assay, percent inhibition; higher % means a stronger effect. inhibition, % at 12.5 µM; hits with a dose series show IC50 in µM. 0.3% of 340,000 active; in the data active means a potency from the dose series; inconclusive means inhibition above about 27% without an active follow-up result; further: strong numbers were not always called active
H37Rv inhibition – M. tuberculosis growth inhibition, HTS (AID 449762) | M. tuberculosis H37Rv growth inhibition, 7H9 media; higher % means a stronger effect | inhibition, % at 25 µM; hits with a dose series show IC50 in µM | 0.59% of 330,000 active; in the data active means a potency from the dose series; inconclusive means inhibition above about 70% without an active follow-up result;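 further: bacterial growth assessed after seven days of incubation; strong numbers were not always called active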
VEEV TC-83 Vero – inhibitors of VEEV TC-83 cytopathic effect, confirmation, Vero cells (AID 588727); Vero cells, VEEV TC-83 cytopathic effect inhibition; higher % means a stronger effect; one-dose inhibition, % at 20 µM; IC50 in µM for titrated hits; 0.13% of 350,000 active; in the data active means a potency from the dose series; inconclusive means inhibition mostly from about 14% at the one dose, without a potency; inactive means the rest, 99 in 100 with inhibition below about 12%; further: strong numbers were not always called active
VEEV TC-83 Vero 10K pilot screen – recorded beside VEEV TC-83 Vero, whose call it bears; inhibition, %; measured here: 10K pilot screen inhibition
* = called active by the depositor; i = inactive; ? = inconclusive; / = not tested or not shown. Rows were taken by chance; any-hit rate near 1.4%.

SMILES | tuberculosis growth | Salmonella PhoP GFP | H1N1 NS1A inhibition | H37Rv inhibition | VEEV TC-83 Vero | others
Cc1onc(-c2ccccc2)c1C(=O)NNC(=O)c1ccccc1Br | 20% | / | -4% | -12% | 0.1%
COc1cc(NC(=O)c2cc3cccc(OC)c3o2)cc(C(=O)Nc2cccc(C(F)(F)F)c2)c1 | 1% | -29% | -2% | 17% | 4.6%
O=C(CCn1c(=S)[nH]c2ccccc2c1=O)NCC1CCCO1 (configuration not stated) | 12% | -12% | -6% | -2% | 0.7%
CCOC(=O)c1cc(CC)sc1NC(=O)c1ccc(N2CCOCC2)c([N+](=O)[O-])c1 | 5% | -13% | 15% | -1% | 2.5%
CCCCNC(=O)[C@H](Cc1c[nH]c2ccccc12)NC(=O)c1ccccc1Cl | 8% | -2% | 2% | 6% | 2.0%
Cc1ccccc1OCC(=O)Nc1ccc(N2CCN(C(=O)c3ccco3)CC2)cc1 | 45% | 4% | 10% | 38% | 8.6%
COCCNC(=O)CN1C2CCC1CC(O)(c1cccnc1)C2 (configuration not stated) | 3% | 2% | -6% | 6% | 0.5%
O=C(Cc1ccc(Cl)cc1Cl)NCc1cccnc1 | -7% | 5% | -3% | 4% | 1.6%
N/C(CCS(=O)(=O)c1ccc(Cl)cc1)=N\OC(=O)c1ccccc1Cl | -2% | -1% | 6% | 1% | 9.6%
CC1(C)Cc2ccccc2C(=C(C#N)C#N)N1 | 1% | -2% | -4% | 3% | 1.4%
Cc1sc2ncnc(N3CCC(C(=O)NNC(=O)c4ccc(Cl)cc4)CC3)c2c1C | 5% | -4% | -4% | 51% | 7.7%
CCCn1nc(NS(=O)(=O)c2ccccc2)c2cc3ccccc3nc21 | -8% | -9% | 4% | -5% | 4.7%
COCCn1c(-c2ccco2)nc2nc3ccccc3nc21 | 2% | -13% | 6% | -3% | 4.5%
C/C(=N/Nc1ccccc1[N+](=O)[O-])c1ccc([N+](=O)[O-])cc1 | -7% | -13% | 16% | 7% | 0.8%
Cc1ccc(NS(=O)(=O)c2cccc(C(=O)N/N=C/c3ccc4c(c3)OCCO4)c2)c(C)c1 | 22% | -4% | -3% | 4% | i
O=C(CN1C(=O)COc2ccccc21)N1CCc2ccccc21 | 16% | -7% | 6% | -10% | 0.7%
COc1ccc(N(C(=O)c2snc(C(N)=O)c2N)C(C(=O)NCc2ccccc2)c2ccc(O)cc2)cc1OC (configuration not stated) | / | / | -10% | / | 1.6%
Fc1ccccc1COc1ccc(Br)cc1CNCc1ccncc1 | 24% | 5% | -4% | 13% | 8.9%
COC(=O)c1ccccc1NC(=O)CSc1nnc(-c2ccncc2)o1 | 3% | 2% | -2% | -4% | 1.0%
N#CCCn1cc(C(N)=O)c(-c2cccs2)n1 | 7% | 3% | -4% | -3% | 0.8%
O=C1C2CC(O)CN2C(=S)N1Cc1ccccc1 (configuration not stated) | 17% | -24% | / | -8% | i
Cc1ccc(C(=O)NCc2ccccn2)c(Cl)c1 | -7% | -3% | -3% | 0% | 1.9%
S=C(NCCc1ccccn1)Nc1ccccc1Cl | -11% | -6% | -15% | 0% | i
NC(=O)c1nsc(C(=O)N(c2cccc(F)c2)C(C(=O)NCC2CCCO2)c2c[nH]c3ccccc23)c1N (configuration not stated) | / | -1% | 3% | 8% | 2.5%
C/C(=N\NC(=O)COc1ccc(C)cc1[N+](=O)[O-])c1cccs1 | 10% | 8% | -12% | 2% | 1.4%

3 structures from above, sorted by SMILES length, low to high.
SMILES | tuberculosis growth | Salmonella PhoP GFP | H1N1 NS1A inhibition | H37Rv inhibition | VEEV TC-83 Vero | others
COCCn1c(-c2ccco2)nc2nc3ccccc3nc21 | 2% | -13% | 6% | -3% | 4.5%
CCOC(=O)c1cc(CC)sc1NC(=O)c1ccc(N2CCOCC2)c([N+](=O)[O-])c1 | 5% | -13% | 15% | -1% | 2.5%
Cc1ccc(NS(=O)(=O)c2cccc(C(=O)N/N=C/c3ccc4c(c3)OCCO4)c2)c(C)c1 | 22% | -4% | -3% | 4% | i

Returning to the listing with the 2 entries that preceded the break.
SMILES | tuberculosis growth | Salmonella PhoP GFP | H1N1 NS1A inhibition | H37Rv inhibition | VEEV TC-83 Vero | others
NC(=O)c1nsc(C(=O)N(c2cccc(F)c2)C(C(=O)NCC2CCCO2)c2c[nH]c3ccccc23)c1N (configuration not stated) | / | -1% | 3% | 8% | 2.5%
C/C(=N\NC(=O)COc1ccc(C)cc1[N+](=O)[O-])c1cccs1 | 10% | 8% | -12% | 2% | 1.4%
CCOC(=O)c1cnc2ccc(OC)cc2c1NCCc1ccc(OC)c(OC)c1 | 17% | 0% | -7% | 5% | 10%
COc1ccccc1CNC(=O)COC(=O)CCN=C1NS(=O)(=O)c2ccccc21 | -11% | 4% | -15% | 0% | 2.2%
O=C(NCc1ccc2c(c1)OCO2)c1ccc(C2SCC(=O)N2Cc2ccco2)cc1 (configuration not stated) | 5% | -7% | 7% | -8% | 1.7%
COc1ccc(CCNCc2csc3nc4ccccc4n23)cc1OC | 67% | 8% | -1% | 32% | 2.6%
CN(C)CCC(O)(c1ccccc1)c1ccccc1Cl (configuration not stated) | / | / | -25% | / | 0.8%
Cc1c(NC(=O)c2ccc(N(Cc3ccccc3)S(C)(=O)=O)cc2)c(=O)n(-c2ccccc2)n1C | -1% | 3% | -4% | -4% | i
CCCCN(CCO)CCCC | -13% | / | -29% | -12% | i
CC1=CC(C)(C)N2C(=O)C3(C(C#N)=C(N)Oc4cc(C)oc(=O)c43)c3cc(C)cc1c32 (configuration not stated) | 27% | 11% | 3% | -7% | i
Cn1sc(=O)c2cc(S(=O)(=O)NC3CC3)ccc21 | 64% | -7% | / | 6% | 3.0%
COc1cccc(CNC(=O)CSc2nc(=O)n(Cc3ccncc3)c3c2CCC3)c1 | -12% | -3% | -7% | -6% | 0.8%
Cn1c(=O)n(C)c2cc3[nH]cnc3cc21 | -2% | 2% | -7% | 1% | 0.0%
COC(=O)c1ccc(C(=S)N2CCCCC2)cc1 | -10% | -1% | 9% | -8% | 0.4%
Cc1nn(-c2ccccc2)c(Cl)c1/C=N/Nc1nnc(C)c(=O)[nH]1 | 9% | -9% | -1% | -1% | 7.3%
CC(=O)Nc1ccc(C(=O)OCC(=O)c2ccc(F)cc2)cc1 | 30% | 0% | 1% | 4% | 0.7%
N#Cc1ccccc1CSc1nc(N)cc(N)n1 | -1% | -1% | -3% | 2% | i
Cc1ccc(N(c2ncnc(N)c2[N+](=O)[O-])C2CCCCC2)cc1 | 10% | 2% | 5% | -3% | 1.7%
O=C(NC1CC1)c1cc(Cl)nc2ccccc12 | / | / | 2% | / | 0.8%
O=C(CSc1n[nH]c(-c2ccccc2)n1)NC1CCCCC1 | 24% | -3% | 4% | -3% | 8.9%
Cc1ccc(C(Sc2ccccc2)C(Cn2cncn2)C(=O)c2ccccc2)cc1 (configuration not stated) | 10% | 3% | -5% | 2% | i
CCOc1cc(CNCCc2ccc(S(N)(=O)=O)cc2)ccc1OCC(=O)NC(C)(C)C | 7% | -9% | 1% | 0% | 0.5%
Cc1cccc2c3c([nH]c12)CCNC3 | -17% | -7% | -13% | -11% | 0.9%
COc1cccc(OC)c1OCCNCC1COc2ccccc2O1 (configuration not stated) | 0% | 21% | -2% | -10% | 0.1%
O=C(Cn1nnc(-c2ccc(Cl)cc2)n1)NCc1ccco1 | 7% | -10% | 1% | 8% | 0.3%
Cc1ccc(C)c(NC(=O)CCc2nnc3ccc(N4CCCC4)nn23)c1 | 7% | -3% | -9% | -8% | 2.3%
COc1ccc(NC(=O)CSc2c3c(nc4ccccc24)CCC3)c(OC)c1 | 3% | -4% | -1% | 5% | 11%

Among those listed so far, these contain a furan ring, fused or not:
SMILES | tuberculosis growth | Salmonella PhoP GFP | H1N1 NS1A inhibition | H37Rv inhibition | VEEV TC-83 Vero | others
COc1cc(NC(=O)c2cc3cccc(OC)c3o2)cc(C(=O)Nc2cccc(C(F)(F)F)c2)c1 | 1% | -29% | -2% | 17% | 4.6%
Cc1ccccc1OCC(=O)Nc1ccc(N2CCN(C(=O)c3ccco3)CC2)cc1 | 45% | 4% | 10% | 38% | 8.6%
COCCn1c(-c2ccco2)nc2nc3ccccc3nc21 | 2% | -13% | 6% | -3% | 4.5%
O=C(NCc1ccc2c(c1)OCO2)c1ccc(C2SCC(=O)N2Cc2ccco2)cc1 (configuration not stated) | 5% | -7% | 7% | -8% | 1.7%
O=C(Cn1nnc(-c2ccc(Cl)cc2)n1)NCc1ccco1 | 7% | -10% | 1% | 8% | 0.3%

Not a retest: entries from further up.
SMILES | tuberculosis growth | Salmonella PhoP GFP | H1N1 NS1A inhibition | H37Rv inhibition | VEEV TC-83 Vero | others
COc1cccc(OC)c1OCCNCC1COc2ccccc2O1 (configuration not stated) | 0% | 21% | -2% | -10% | 0.1%
O=C(Cn1nnc(-c2ccc(Cl)cc2)n1)NCc1ccco1 | 7% | -10% | 1% | 8% | 0.3%
Cc1ccc(C)c(NC(=O)CCc2nnc3ccc(N4CCCC4)nn23)c1 | 7% | -3% | -9% | -8% | 2.3%
COc1ccc(NC(=O)CSc2c3c(nc4ccccc24)CCC3)c(OC)c1 | 3% | -4% | -1% | 5% | 11%

Continued:
SMILES | tuberculosis growth | Salmonella PhoP GFP | H1N1 NS1A inhibition | H37Rv inhibition | VEEV TC-83 Vero | others
CCCCCNC(=O)c1cccc(S(=O)(=O)N2CC3(C)CC2CC(C)(C)C3)c1 (configuration not stated) | 17% | 2% | -9% | -6% | 2.5%
CN(Cc1nc2ccccc2c(=O)[nH]1)C(=O)c1cc2c(s1)CCCCC2 | 39% | / | -5% | 51% | 1.4%
CCc1nnc(NC(=O)CSc2nnc(Cc3ccccc3)n2-c2ccc(OC)cc2)s1 | -17% | 2% | -6% | 0% | 3.7%
CCc1cc(C(=O)N/N=C/c2c(C)[nH]c3ccccc23)cs1 | 33% | -1% | 6% | 6% | 8.1%
Nc1n[nH]c(N)c1N=Nc1cccc(C(F)(F)F)c1 | 35% | 3% | -8% | ? | 2.7%
CCN(CC)C(=O)C1CCCN(C(=O)Nc2ccc3nsnc3c2)C1 (configuration not stated) | 2% | -12% | -13% | -8% | 0.5%
CSCc1c(C(=O)N2CCCc3ccccc32)oc2ccccc12 | / | / | -12% | 2% | 0.2%
CCNC(=O)NC1c2ccccc2CSc2ccccc21 (configuration not stated) | -5% | -2% | -1% | -2% | 3.4%
O=C(CCCn1c(=S)[nH]c2ccccc2c1=O)N1CCOCC1 | 1% | -2% | -2% | 0% | 3.7%
CCOC(=O)c1ccccc1NC(=O)C=C(C)C | -20% | 2% | -5% | 4% | i
COc1ccc(CCNC(=O)c2cc(S(=O)(=O)N3CCCC3)cn2C)cc1OC | -13% | -6% | 1% | -5% | 4.2%
C1=CCC(CN2CCN(C3CCCCCC3)CC2)CC1 (configuration not stated) | 1% | 13% | -2% | 6% | 0.6%
COc1ccc(CN(C)C(=O)c2[nH]c(C)c(C(C)=O)c2C)cc1F | -5% | 9% | -2% | 4% | 0.4%
CCOc1ccc(-n2c(C)c(C(=O)OC)c3cc(O)ccc32)cc1 | 75% | 1% | -7% | 9% | 11%
CC(=O)c1ccc(OCCCC(=O)Nc2cccc(-c3nn[nH]n3)c2)cc1 | -1% | -1% | 3% | 2% | i
Cc1cc(C)nc(NS(=O)(=O)c2ccc(NC(=O)c3nn(-c4ccccc4)ccc3=O)cc2)n1 | 20% | 3% | -12% | 4% | 2.8%
CCN(c1ccccc1)S(=O)(=O)c1ccc(Cl)c(C(=O)O)c1 | -6% | 0% | 8% | -7% | i
N#Cc1nc(-c2ccccc2F)oc1N1CCCC1 | 5% | -11% | 7% | -5% | i
Cc1cccc(NC(=S)NCCc2ccc(S(N)(=O)=O)cc2)c1C | 12% | -3% | 6% | 2% | 0.4% | VEEV TC-83 Vero 10K pilot screen=1.2
O=C(COc1ccc2c3c(c(=O)oc2c1)CCC3)NC1CCCCC1 | -1% | -2% | 3% | -7% | i
COc1ccc(NC(=O)CCCCCN2C(=O)c3ccccc3C2=O)c(OC)c1 | 29% | -5% | 1% | -7% | 0.4%
